Source: PubChem
LAP4-GFP MLPCN – modulators of LAP4-GFP expression in yeast, primary screen, S. cerevisiae, multiplex flow cytometry, MLPCN library; 320,000 compounds, 0.34% hits; 3 h; median GFP as percent of DMSO wells; GFP response vs DMSO, % at 10 µM; AID 2023, 2009;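 active = GFP response vs DMSO above a set limit, about the screen mean plus 3 SD, cut at about 150% in these data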
AHR activator – AHR activators, primary screen, cell-based, luminescence, luciferase reporter, human; activation, % at 5 µM; AHR-responsive luciferase reporter cells; 320,000 compounds, 2.5% hits; Aryl hydrocarbon receptor (Homo sapiens), P35869; in the data active = activation above about 47%;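 note: 0% = vehicle wells and 100% = reference agonist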
ZTA counter – blocks Epstein-Barr virus ZTA, an EBNA-1 counter-screen; ZTA-DNA binding, fluorescence polarization; inhibition, % at 11 µM; 320,000 compounds, 0.15% hits; in the data active = inhibition above about 33%
procasp7 counter – procaspase-7 activators, primary screen, counter-screen for procaspase-3 activator project, biochemical, absorbance, HTS, human. Caspase-7 (Homo sapiens), P55210. recombinant procaspase-7, Ac-DEVD-pNA absorbance 405 nm; D23A/D198A/D206A triple mutant, cannot self-cleave; scale: DMSO 0, 5 µM enzyme 100. activation, % at 8.5 µM. 330,000 compounds, 0.093% hits;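 active = percent activation above the screen-wide mean plus 3 SD, cut at about 25% in these data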
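Detection: p-Nitroaniline absorbance at 405 nm, read at 0 and 120 min; system: Uncleavable procaspase-7 mutant enzyme; evaluation: % activation from two-timepoint absorbance difference, scaled to controls; times: 1 h enzyme–compound preincubation and 2 h substrate reaction, both 25 °C; buffer or medium: Zinc-free HEPES pH 7.4 with 300 mM NaCl, 0.01% Triton X-100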
proCasp3 act – activators of human procaspase-3 D3A mutant, primary screen, biochemical, absorbance, PC-3 D3A mutant, single concentration; Caspase-3 (Homo sapiens), P42574; recombinant procaspase-3 D3A, Ac-DEVD-pNA absorbance 405 nm; 330,000 compounds, 0.11% hits; activation, % at 8.5 µM; AID 463141, 2010;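 active = activation above the mean of all tested compounds plus 3 SD, cut at about 21% in these data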;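 note: 0% = DMSO alone and 100% = DMSO wells spiked with extra 5 µM PC-3 D3A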
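Assay system – Procaspase-3 D3A mutant, all three cleavage aspartates alanine · Controls – DMSO-only low control, 5 µM PC-3 D3A high control · Schedule – 1 h compound preincubation, 2 h substrate hydrolysis at 25 °C · Signal – 405 nm absorbance of p-nitroaniline, reads at 0 and 120 min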
RPL19A TOR yeast – RPL19A-GFP expression modulators in yeast, primary screen, cell-based, S. cerevisiae, multiplex flow cytometry, MLPCN; S. cerevisiae RPL19A-GFP strain, 3 h; active compounds read low; percent response vs DMSO, % at 10 µM; 330,000 compounds, 0.3% hits; AID 2025, 2009;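 active = percent response vs DMSO below 50%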;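 note: median channel GFP fluorescence of the barcoded RPL19A-GFP strain; ratio of sample median GFP to plate DMSO average so 100% = DMSO; lower means less RPL19A-GFP as with rapamycin TOR inhibition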
EBNA-1 inhibitor – EBNA-1 DNA-binding inhibitors, primary screen, biochemical, fluorescence polarization | inhibition, % at 14.8 µM | 300,000 compounds, 0.34% hits; in the data active = inhibition above about 28%
MEP2-GFP yeast – modulators of MEP2-GFP levels in yeast, primary screen, S. cerevisiae, multiplex flow cytometry, MLPCN library | S. cerevisiae MEP2-GFP strain, 3 h; 100% = DMSO control level | GFP response vs DMSO, % at 10 µM | 330,000 compounds, 0.51% hits | AID 2016, 2009;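 active = GFP response versus DMSO above a set limit, roughly screen mean plus 3 SD, cut at about 180% in these data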;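 note: median GFP fluorescence of the barcode-gated MEP2-GFP cells per well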
The depositor's hits bear a star.

Screening COc1ccc(-n2ncc3c2CC(C)(C)CC3NC(=O)c2c(C)cc(=O)oc2C)cc1 (stereo not given) returned LAP4-GFP MLPCN 94, AHR activator -1, ZTA counter 24, procasp7 counter 4, proCasp3 act 8, RPL19A TOR yeast 86, EBNA-1 inhibitor -3 and MEP2-GFP yeast 87.
Screening O=C(NC1CCCCCCC1)C1c2ccccc2C(=O)N1Cc1cccs1 (stereo not given) returned LAP4-GFP MLPCN 92, AHR activator 2, ZTA counter 2, procasp7 counter 11, proCasp3 act 10, RPL19A TOR yeast 101, EBNA-1 inhibitor -1 and MEP2-GFP yeast 112.
Screening COc1ccc(NC(=O)c2coc3ccccc23)cc1OC returned LAP4-GFP MLPCN 107, AHR activator -2, ZTA counter 10, procasp7 counter -2, proCasp3 act 8, RPL19A TOR yeast 97, EBNA-1 inhibitor 8 and MEP2-GFP yeast 97.
`CCOC(=O)c1ccc2c(c1)C1C=CCC1C(C(=O)OCC)N2` (stereo not given) gave LAP4-GFP MLPCN 119, AHR activator 4, ZTA counter -2, procasp7 counter 19, proCasp3 act 9, RPL19A TOR yeast 105, EBNA-1 inhibitor -7 and MEP2-GFP yeast 112.
Screening COc1cc(-c2cn[nH]c2N)cc(OC)c1OC returned LAP4-GFP MLPCN 109, AHR activator 3, ZTA counter 3, procasp7 counter -4, proCasp3 act -3, RPL19A TOR yeast 103, EBNA-1 inhibitor -3 and MEP2-GFP yeast 108.
C=CCN(C(=O)CCC(=O)Nc1cc(C)on1)C(C(=O)NC(C)(C)C)c1ccc(OC)cc1 (stereo not given) was read as LAP4-GFP MLPCN 100, AHR activator 1, ZTA counter -17, procasp7 counter -4, proCasp3 act -7, RPL19A TOR yeast 102, EBNA-1 inhibitor -13 and MEP2-GFP yeast 107.
`COc1ccc(OC)c(C(C)NS(=O)(=O)c2cccs2)c1` (stereo not given) gave LAP4-GFP MLPCN 104, AHR activator 2, ZTA counter 2, procasp7 counter -12, proCasp3 act 2, RPL19A TOR yeast 103 and MEP2-GFP yeast 104.
Cc1ccc(Nc2nc(-c3sc(NC(=O)c4cccc(Cl)c4)nc3C)cs2)cc1 was read as LAP4-GFP MLPCN 110, AHR activator 14, ZTA counter 6, procasp7 counter -15, proCasp3 act -13, RPL19A TOR yeast 106, EBNA-1 inhibitor 6 and MEP2-GFP yeast 94.
Screening NS(=O)(=O)c1cccc(NC(=O)CSc2nc3ccccc3c(=O)n2Cc2ccco2)c1 returned LAP4-GFP MLPCN 101, AHR activator 5, procasp7 counter -9, proCasp3 act -4, RPL19A TOR yeast 102 and MEP2-GFP yeast 102.
For COc1ccc(NS(=O)(=O)c2ccc(O)c(NC(=O)c3ccc(S(=O)(=O)N4CCCCCC4)cc3)c2)cc1 the results were LAP4-GFP MLPCN 98, AHR activator -3, ZTA counter 15, procasp7 counter -3, proCasp3 act 4, RPL19A TOR yeast 106, EBNA-1 inhibitor 28* and MEP2-GFP yeast 104.
`CC(C(=O)Nc1ccccc1Br)N1c2cccc3cccc(c23)S1(=O)=O` (stereo not given) gave LAP4-GFP MLPCN 96, AHR activator -7, ZTA counter 3, procasp7 counter 4, proCasp3 act -2, RPL19A TOR yeast 100, EBNA-1 inhibitor -2 and MEP2-GFP yeast 94.
Cc1cc(C)n(-c2nc(NCC(C)O)c3c4c(sc3n2)COC(C)(C)C4)n1 (stereo not given) was read as LAP4-GFP MLPCN 112, AHR activator 16, ZTA counter -13, procasp7 counter -4, proCasp3 act 6, RPL19A TOR yeast 98, EBNA-1 inhibitor -10 and MEP2-GFP yeast 93.
Screening COc1ccc(/C=C2\SC(=S)N(CCC(=O)NC3C=CS(=O)(=O)C3)C2=O)cc1 (stereo not given) returned LAP4-GFP MLPCN 89, AHR activator -5, ZTA counter -6, procasp7 counter -4, proCasp3 act -2, RPL19A TOR yeast 91, EBNA-1 inhibitor -4 and MEP2-GFP yeast 98.
Screening CCn1ccnc1CN1CCCC(C(=O)c2ccc3c4c(cccc24)CC3)C1 (stereo not given) returned LAP4-GFP MLPCN 101, AHR activator 18, ZTA counter -5, procasp7 counter 7, proCasp3 act 15, RPL19A TOR yeast 101, EBNA-1 inhibitor 6 and MEP2-GFP yeast 103.
Screening COc1cc(C(=O)N/N=C/c2sc(N3CCOCC3)nc2-c2ccccc2)cc(OC)c1OC returned LAP4-GFP MLPCN 96, AHR activator -1, ZTA counter -4, procasp7 counter 1, proCasp3 act 5, RPL19A TOR yeast 96, EBNA-1 inhibitor -6 and MEP2-GFP yeast 95.
`Cn1sc(NC(=O)c2ccc(Cl)cc2)nc1=O` gave LAP4-GFP MLPCN 84, AHR activator 10, ZTA counter 3, procasp7 counter -10, proCasp3 act 0, RPL19A TOR yeast 86, EBNA-1 inhibitor 7 and MEP2-GFP yeast 89.
Screening Cc1c(C(=O)N2CCN(S(=O)(=O)c3cccs3)CC2)oc2ccc(F)cc12 returned LAP4-GFP MLPCN 100, AHR activator 0, procasp7 counter 21, proCasp3 act 9, RPL19A TOR yeast 97 and MEP2-GFP yeast 99.
CN(C)/C=N/C(=S)Nc1ccccc1F was read as LAP4-GFP MLPCN 95, AHR activator 1, ZTA counter 6, procasp7 counter -11, proCasp3 act -5, RPL19A TOR yeast 92, EBNA-1 inhibitor 7 and MEP2-GFP yeast 108.
For CCN(c1ccccc1)S(=O)(=O)c1ccc(C(=O)Nc2ncccc2C)cc1 the results were LAP4-GFP MLPCN 100, AHR activator 2, ZTA counter -3, procasp7 counter 13, proCasp3 act 3, RPL19A TOR yeast 96, EBNA-1 inhibitor 6 and MEP2-GFP yeast 93.
O=c1c2ccccc2ncn1CCOCCOc1ccc([N+](=O)[O-])cc1 was read as LAP4-GFP MLPCN 96, AHR activator 5, ZTA counter -18, procasp7 counter 5, proCasp3 act -1, RPL19A TOR yeast 94, EBNA-1 inhibitor -16 and MEP2-GFP yeast 100.
`CN1CCCN(C(c2ccccc2)c2ccc(Cl)cc2)CC1` (stereo not given) gave LAP4-GFP MLPCN 123, AHR activator -4, ZTA counter 1, procasp7 counter 4, proCasp3 act -1, RPL19A TOR yeast 108, EBNA-1 inhibitor -4 and MEP2-GFP yeast 96.
`CC1(C)OC(=O)C(=Cc2ccc(-c3ccc(Cl)c(C(=O)O)c3)o2)C(=O)O1` gave LAP4-GFP MLPCN 84, AHR activator -3, ZTA counter 7, procasp7 counter -10, proCasp3 act 10, RPL19A TOR yeast 102, EBNA-1 inhibitor 7 and MEP2-GFP yeast 91.
Screening CN(C)/C=N/NC(=O)c1ccc(Cl)cc1 returned LAP4-GFP MLPCN 102, AHR activator 1, ZTA counter -2, procasp7 counter 1, proCasp3 act 6, RPL19A TOR yeast 100, EBNA-1 inhibitor 5 and MEP2-GFP yeast 101.
For CC(C)C(NC(=O)C12CC3CC(CC(C3)C1)C2)C(=O)N/N=C/C1=C(N2CCOCC2)C(=C\c2cccc([N+](=O)[O-])c2)/CC1 (stereo not given) the results were LAP4-GFP MLPCN 90, AHR activator 0, ZTA counter -2, procasp7 counter -3, proCasp3 act -5, RPL19A TOR yeast 92, EBNA-1 inhibitor 3 and MEP2-GFP yeast 88.
`CCOc1ccc(CN(C)C(=O)CCNC(=O)c2ccco2)cc1` gave LAP4-GFP MLPCN 93, AHR activator -1, ZTA counter 0, procasp7 counter 10, proCasp3 act 5, RPL19A TOR yeast 97 and MEP2-GFP yeast 96.
For CN(C)S(=O)(=O)N1CCN(CC(O)COc2ccc(C(=O)c3ccccc3)cc2)CC1 (stereo not given) the results were LAP4-GFP MLPCN 88, AHR activator 9, ZTA counter 7, procasp7 counter 3, proCasp3 act -2, RPL19A TOR yeast 101, EBNA-1 inhibitor 1 and MEP2-GFP yeast 86.
Screening CCCNC(=O)c1cc(S(=O)(=O)N2CCc3ccccc32)ccc1F returned LAP4-GFP MLPCN 103, AHR activator 0, ZTA counter -4, procasp7 counter 9, proCasp3 act 8, RPL19A TOR yeast 102, EBNA-1 inhibitor 1 and MEP2-GFP yeast 104.
`O=C(NCc1ccc2c(c1)OCO2)c1n[nH]c(=O)c2ccccc12` gave LAP4-GFP MLPCN 91, AHR activator 3, ZTA counter 9, procasp7 counter -5, proCasp3 act 0, RPL19A TOR yeast 95, EBNA-1 inhibitor -10 and MEP2-GFP yeast 97.
`C=C(C)c1cccc(C(C)(C)NC(=O)Nc2ccccc2OCC)c1` gave LAP4-GFP MLPCN 95, AHR activator 10, ZTA counter -12, procasp7 counter -4, proCasp3 act -1, RPL19A TOR yeast 101, EBNA-1 inhibitor -5 and MEP2-GFP yeast 100.
`O=[N+]([O-])c1ccc(Cl)c(CN2CCCCCC2)c1` gave LAP4-GFP MLPCN 90, AHR activator 1, ZTA counter 2, procasp7 counter 4, proCasp3 act -1, RPL19A TOR yeast 104, EBNA-1 inhibitor -5 and MEP2-GFP yeast 103.
Screening O=C(CSc1nc(-c2ccccc2)cc(C(F)(F)F)n1)NCCN1CCOCC1 returned LAP4-GFP MLPCN 101, AHR activator 2, ZTA counter 2, procasp7 counter 3, proCasp3 act 7, RPL19A TOR yeast 100, EBNA-1 inhibitor 6 and MEP2-GFP yeast 107.
For CC(C(=O)O)c1ccc(C(=O)c2ccccc2)s1 (stereo not given) the results were LAP4-GFP MLPCN 107, AHR activator 0, ZTA counter -8, procasp7 counter 0, proCasp3 act -3, RPL19A TOR yeast 97, EBNA-1 inhibitor 4 and MEP2-GFP yeast 95.
`COc1cccc2c1OCC(CN1CCN(C3CCCCC3)C(CCO)C1)=C2` (stereo not given) gave LAP4-GFP MLPCN 101, AHR activator 1, ZTA counter 10, procasp7 counter -2, proCasp3 act 5, RPL19A TOR yeast 113, EBNA-1 inhibitor 6 and MEP2-GFP yeast 108.
O=C(O)C1C2C=CC(C2)C1C(=O)NCc1ccc(Cl)c(Cl)c1 (stereo not given) was read as LAP4-GFP MLPCN 79, AHR activator 2, ZTA counter -7, procasp7 counter -5, proCasp3 act 0, RPL19A TOR yeast 98, EBNA-1 inhibitor -3 and MEP2-GFP yeast 94.

Some of these compounds in order of count of non-hydrogen atoms, smallest number first.
O=C(O)C1C2C=CC(C2)C1C(=O)NCc1ccc(Cl)c(Cl)c1 (stereo not given) was read as LAP4-GFP MLPCN 79, AHR activator 2, ZTA counter -7, procasp7 counter -5, proCasp3 act 0, RPL19A TOR yeast 98, EBNA-1 inhibitor -3 and MEP2-GFP yeast 94.
Screening CCCNC(=O)c1cc(S(=O)(=O)N2CCc3ccccc32)ccc1F returned LAP4-GFP MLPCN 103, AHR activator 0, ZTA counter -4, procasp7 counter 9, proCasp3 act 8, RPL19A TOR yeast 102, EBNA-1 inhibitor 1 and MEP2-GFP yeast 104.
`COc1cccc2c1OCC(CN1CCN(C3CCCCC3)C(CCO)C1)=C2` (stereo not given) gave LAP4-GFP MLPCN 101, AHR activator 1, ZTA counter 10, procasp7 counter -2, proCasp3 act 5, RPL19A TOR yeast 113, EBNA-1 inhibitor 6 and MEP2-GFP yeast 108.
